# NSD2 block = inhibitors of human NSD2 methyltransferase; 44,000 tested, 0.07% active; NSD2-SET H3K36me1 DELFIA fluorescence, biochemical; inhibition, % at 12.5 µM; in the data active = inhibition above about 54%, passing the limit was not always enough;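 note: inhibitors reduce the monomethyl H3K36 fluorescence signal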
# Target sequence (O96028 whole entry, looked up): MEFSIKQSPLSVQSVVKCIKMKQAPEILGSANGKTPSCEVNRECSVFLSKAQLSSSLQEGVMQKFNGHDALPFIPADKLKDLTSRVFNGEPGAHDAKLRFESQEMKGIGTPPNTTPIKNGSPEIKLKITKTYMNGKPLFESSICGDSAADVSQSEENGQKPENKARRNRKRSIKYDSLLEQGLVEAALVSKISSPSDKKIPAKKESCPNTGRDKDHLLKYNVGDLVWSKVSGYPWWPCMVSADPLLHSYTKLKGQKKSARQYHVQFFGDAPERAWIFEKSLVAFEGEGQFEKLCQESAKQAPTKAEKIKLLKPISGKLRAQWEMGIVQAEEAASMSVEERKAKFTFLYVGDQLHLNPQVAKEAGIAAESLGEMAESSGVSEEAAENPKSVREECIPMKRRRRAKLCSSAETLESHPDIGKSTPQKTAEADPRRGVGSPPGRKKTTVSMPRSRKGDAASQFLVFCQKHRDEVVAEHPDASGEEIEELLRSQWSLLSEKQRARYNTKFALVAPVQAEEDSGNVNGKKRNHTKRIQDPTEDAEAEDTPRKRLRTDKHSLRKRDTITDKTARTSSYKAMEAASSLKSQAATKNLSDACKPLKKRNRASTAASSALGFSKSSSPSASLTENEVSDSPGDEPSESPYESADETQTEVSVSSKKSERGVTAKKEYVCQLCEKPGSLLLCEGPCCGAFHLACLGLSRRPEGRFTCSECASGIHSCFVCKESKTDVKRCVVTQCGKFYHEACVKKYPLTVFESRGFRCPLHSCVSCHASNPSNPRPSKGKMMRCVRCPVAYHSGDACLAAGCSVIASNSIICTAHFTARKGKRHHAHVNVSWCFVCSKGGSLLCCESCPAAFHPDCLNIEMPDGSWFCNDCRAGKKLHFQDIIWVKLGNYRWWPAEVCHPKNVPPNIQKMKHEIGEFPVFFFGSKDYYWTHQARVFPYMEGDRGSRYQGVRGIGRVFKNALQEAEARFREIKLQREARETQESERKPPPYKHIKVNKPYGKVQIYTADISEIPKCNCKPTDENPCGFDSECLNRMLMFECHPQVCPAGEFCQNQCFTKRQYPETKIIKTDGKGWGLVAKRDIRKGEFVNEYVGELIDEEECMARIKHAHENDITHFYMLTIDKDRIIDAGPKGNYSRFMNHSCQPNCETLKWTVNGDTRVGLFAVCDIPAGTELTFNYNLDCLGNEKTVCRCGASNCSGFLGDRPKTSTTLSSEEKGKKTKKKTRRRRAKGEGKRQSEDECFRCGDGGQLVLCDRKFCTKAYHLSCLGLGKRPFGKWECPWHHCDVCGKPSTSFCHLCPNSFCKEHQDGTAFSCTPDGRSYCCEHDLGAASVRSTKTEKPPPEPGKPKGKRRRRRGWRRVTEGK
# The depositor's hits bear a star. The list is partial; rates above refer to the full screens.
NSD2 block | SMILES
8.9 | C[C@@H]1CN([C@H](C)CO)S(=O)(=O)c2ccc(C#CCC3CCCC3)cc2O[C@@H]1CN(C)C(=O)c1ccccn1
4.9 | C[C@H](CO)N1C[C@H](C)[C@@H](CN(C)S(=O)(=O)c2ccc(F)cc2)Oc2ccc(NC(=O)c3ccncc3)cc2C1=O
3.5 | C[C@H]1CN([C@@H](C)CO)C(=O)c2cc(C#CC3CC3)cnc2O[C@H]1CN(C)Cc1ccncc1
-2.5 | CNC[C@@H]1OCCCC[C@H](C)Oc2ccc(NS(=O)(=O)c3cccs3)cc2C(=O)N([C@@H](C)CO)C[C@@H]1C
3.9 | COc1cccc(-c2cnc3c(c2)C(=O)N([C@H](C)CO)C[C@@H](C)[C@H](CN(C)C(C)=O)O3)c1
-5.4 | C[C@@H]1CN([C@H](C)CO)C(=O)c2cc(NC(=O)Nc3ccc4c(c3)OCO4)ccc2O[C@H]1CN(C)S(=O)(=O)c1ccccc1
1.1 | C[C@H]1CN([C@@H](C)CO)S(=O)(=O)c2ccc(C#CC3CC3)cc2O[C@H]1CN(C)CC1CC1
6.3 | C=CCNC(=O)CSc1nnc(-c2ccc3nonc3c2)n1C
1.3 | COCC#Cc1ccc2c(c1)O[C@H](CN(C)S(=O)(=O)c1cccc(OC)c1)[C@@H](C)CN([C@H](C)CO)S2(=O)=O
1.9 | C[C@@H]1CCCCO[C@@H](CN(C)Cc2ccc(C(F)(F)F)cc2)[C@@H](C)CN([C@@H](C)CO)C(=O)c2cc(NS(C)(=O)=O)ccc2O1
-7.2 | CC(C)(C)NC[C@H](O)COc1nsnc1N1CCOCC1
-3.0 | C[C@H](CO)N1C[C@H](C)[C@H](CN(C)S(=O)(=O)c2ccccc2F)Oc2cc(-c3ccccc3)ccc2S1(=O)=O
-2.8 | Cc1ccc(C(O)(COC(=O)C(C)C)COC(=O)C(C)C)c(O)c1
1.2 | C[C@@H]1CCCCO[C@H](CN(C)C(=O)Nc2ccc3c(c2)OCO3)[C@@H](C)CN([C@@H](C)CO)C(=O)c2cc(NC(=O)CCC(F)(F)F)ccc2O1
-0.9 | COc1ccc2[nH]c(I)c(CCNC(C)=O)c2c1
1.9 | C[C@H](CO)N1C[C@H](C)[C@H](CN(C)S(=O)(=O)c2ccccc2)Oc2ccc(NS(=O)(=O)c3cccs3)cc2C1=O
-5.3 | C[C@H]1CN([C@@H](C)CO)C(=O)c2cc(-c3ccc(F)cc3)cnc2O[C@@H]1CN(C)C(=O)c1ccccc1F
-1.5 | C[C@@H]1CN([C@H](C)CO)C(=O)c2cc(NC(=O)c3ccccc3)ccc2O[C@@H](C)CCCCO[C@@H]1CN(C)C(=O)Cc1ccccc1
1.6 | Cc1noc(C)c1S(=O)(=O)Nc1ccc2c(c1)C(=O)N([C@H](C)CO)C[C@H](C)[C@H](CN(C)S(=O)(=O)c1ccc(Cl)cc1)O2
-5.1 | C[C@H](CO)N1C[C@H](C)[C@H](CN(C)S(=O)(=O)c2ccc(F)cc2)Oc2ccc(NC(=O)Nc3ccc(F)cc3)cc2C1=O
6.2 | O=C(Nc1ccc2c(c1)[C@@H]1C[C@@H](CC(=O)N3CCc4ccccc4C3)O[C@@H](CO)[C@@H]1O2)c1cccnc1
10.0 | C[C@@H]1CN([C@H](C)CO)C(=O)c2cc(NC(=O)Nc3cccc4ccccc34)ccc2O[C@@H]1CN(C)S(C)(=O)=O
-8.3 | C[C@@H]1CN([C@@H](C)CO)C(=O)Cc2cc(NC(=O)Nc3ccc4c(c3)OCO4)ccc2O[C@@H]1CN(C)Cc1ccccc1
4.6 | Cc1noc(C)c1NC(=O)N(C)C[C@@H]1OCCCC[C@@H](C)Oc2ccc(NS(=O)(=O)c3ccccc3)cc2C(=O)N([C@@H](C)CO)C[C@H]1C
-1.6 | C[C@H](CO)N1C[C@H](C)[C@H](CN(C)C)Oc2c(NS(C)(=O)=O)cccc2C1=O
4.8 | C[C@@H]1CN([C@H](C)CO)C(=O)c2cccc(NC(=O)Nc3ccccc3)c2O[C@H]1CN(C)Cc1ccc(C(=O)O)cc1
-1.8 | Cc1noc(C)c1S(=O)(=O)N(C)C[C@H]1OCc2cnnn2CCCC(=O)N([C@H](C)CO)C[C@@H]1C
-9.8 | CCCC#Cc1cnc2c(c1)C(=O)N([C@H](C)CO)C[C@@H](C)[C@@H](CN(C)C(=O)c1cnccn1)O2
-0.8 | Cc1cc(C(=O)Nc2cccc3c2O[C@@H](CN(C)C(=O)Nc2ccc(F)cc2)[C@@H](C)CN([C@H](C)CO)C3=O)n(C)n1
1.5 | O=C(C[C@@H]1CC[C@H](NC(=O)Nc2ccc3c(c2)OCO3)[C@H](CO)O1)NCc1ccc(Cl)cc1

# Single entries from the entries so far:
# NSD2 block, Cc1cc(C(=O)Nc2cccc3c2O[C@@H](CN(C)C(=O)Nc2ccc(F)cc2)[C@@H](C)CN([C@H](C)CO)C3=O)n(C)n1 = -0.8
# NSD2 block, Cc1noc(C)c1S(=O)(=O)N(C)C[C@H]1OCc2cnnn2CCCC(=O)N([C@H](C)CO)C[C@@H]1C = -1.8
# NSD2 block, C[C@H](CO)N1C[C@H](C)[C@H](CN(C)S(=O)(=O)c2ccc(F)cc2)Oc2ccc(NC(=O)Nc3ccc(F)cc3)cc2C1=O = -5.1
# NSD2 block, CCCC#Cc1cnc2c(c1)C(=O)N([C@H](C)CO)C[C@@H](C)[C@@H](CN(C)C(=O)c1cnccn1)O2 = -9.8
# NSD2 block, O=C(C[C@@H]1CC[C@H](NC(=O)Nc2ccc3c(c2)OCO3)[C@H](CO)O1)NCc1ccc(Cl)cc1 = 1.5

# Other results follow:
NSD2 block | SMILES
-5.0 | Cc1ccc(S(=O)(=O)Nc2cccc3c2O[C@@H](CN(C)Cc2ccc(C(F)(F)F)cc2)[C@@H](C)CN([C@H](C)CO)C3=O)cc1
-3.1 | COc1ccc(S(=O)(=O)N(C)C[C@@H]2Oc3c(NC(=O)Nc4c(C)noc4C)cccc3C(=O)N([C@H](C)CO)C[C@H]2C)cc1
-2.0 | C[C@@H]1CN([C@H](C)CO)S(=O)(=O)c2ccc(-c3cncnc3)cc2O[C@H]1CN(C)CC1CC1
5.7 | CN(C)/C=C(\C(=O)Nc1ccc(F)c(F)c1F)S(=O)(=O)c1ccccc1
-1.9 | C[C@@H]1CN([C@@H](C)CO)C(=O)Cc2cc(N(C)C)ccc2O[C@H]1CN(C)Cc1ccncc1
5.3 | CCC(=O)N(C)C[C@H]1Oc2ncc(-c3ccccc3F)cc2C(=O)N([C@@H](C)CO)C[C@H]1C
0.8 | C[C@@H]1CCCCO[C@@H](CN(C)C(=O)Nc2ccc(F)cc2)[C@@H](C)CN([C@H](C)CO)C(=O)c2cc(NS(=O)(=O)c3ccc(Cl)cc3)ccc2O1
0.0 | Cc1noc(C)c1NC(=O)Nc1ccc2c(c1)CC(=O)N([C@@H](C)CO)C[C@H](C)[C@H](CN(C)CC1CCCCC1)O2
1.7 | O=C(C[C@H]1C[C@H]2c3cc(NC(=O)CC4CC4)ccc3O[C@H]2[C@@H](CO)O1)NCCc1ccccc1
-2.9 | C[C@H]1CN([C@@H](C)CO)C(=O)Cc2cc(NC(=O)Nc3cccc4ccccc34)ccc2O[C@H]1CN(C)Cc1ccc(Oc2ccccc2)cc1
7.1 | C[C@@H]1CN([C@H](C)CO)C(=O)c2cc(C#CC3CCCCC3)cnc2O[C@H]1CN(C)S(=O)(=O)c1ccc(F)cc1
-0.9 | Cc1noc(C)c1NC(=O)N(C)C[C@H]1Oc2ccc(NC(=O)Nc3ccccc3)cc2CC(=O)N([C@H](C)CO)C[C@@H]1C
-3.9 | C[C@@H]1CCCCO[C@H](CN(C)Cc2ccncc2)[C@H](C)CN([C@@H](C)CO)C(=O)c2cc(NC(=O)Nc3ccccc3)ccc2O1
0.5 | C[C@@H]1CN([C@@H](C)CO)C(=O)c2cc(-c3cccc(C(=O)N(C)C)c3)cnc2O[C@H]1CN(C)S(=O)(=O)c1ccc(F)cc1
-0.6 | C[C@@H]1CN([C@@H](C)CO)C(=O)c2cccc(NC(=O)c3ccncc3)c2O[C@H]1CN(C)C(=O)Nc1ccc(C(F)(F)F)cc1
16.1 | Cc1ccccc1-c1cnc2c(c1)C(=O)N([C@@H](C)CO)C[C@H](C)[C@@H](CN(C)CC1CCCCC1)O2
-157.9 | COc1ccc(S(=O)(=O)N[C@@H]2C=C[C@H](CC(=O)NCCc3ccccc3)O[C@@H]2CO)cc1
-5.5 | COc1ccc(NC(=O)N(C)C[C@H]2Oc3ccc(NC(=O)Nc4ccc(C(F)(F)F)cc4)cc3CC(=O)N([C@@H](C)CO)C[C@H]2C)cc1
0.0 | C[C@H]1CN([C@@H](C)CO)C(=O)c2cccc(NC(=O)Nc3ccc4c(c3)OCO4)c2O[C@@H]1CN(C)S(=O)(=O)c1cccs1
-4.9 | C[C@@H]1CN([C@H](C)CO)C(=O)c2cc(C#Cc3ccccn3)cnc2O[C@H]1CN(C)C(=O)CCN1CCCCC1
-5.0 | C[C@@H]1CN([C@H](C)CO)C(=O)Cc2cc(NC(=O)NC3CCCCC3)ccc2O[C@@H]1CN(C)Cc1ccccc1
-2.7 | C[C@@H]1CN([C@H](C)CO)C(=O)c2cc(C3=CCCC3)cnc2O[C@H]1CN(C)C(=O)C1CC1
5.6 | C[C@@H]1CCCCO[C@@H](CN(C)C)[C@H](C)CN([C@H](C)CO)C(=O)c2cc(NC(=O)c3ccncc3)ccc2O1
-1.7 | C[C@@H]1CN([C@H](C)CO)C(=O)c2cc(NC(=O)C3CC3)ccc2O[C@H]1CN(C)Cc1ccncc1
2.3 | COc1cccc(CNC(=O)C[C@H]2CC[C@H](NC(=O)C3CCC3)[C@H](CO)O2)c1
10.1 | C[C@@H]1CCCCO[C@@H](CN(C)S(=O)(=O)c2cn(C)cn2)[C@H](C)CN([C@H](C)CO)C(=O)c2cc(NC(=O)c3ccccc3)ccc2O1
-1.2 | C[C@@H]1CN([C@H](C)CO)C(=O)Cc2cc(NC(=O)Nc3ccc(F)cc3)ccc2O[C@@H]1CN(C)S(=O)(=O)c1ccc(Cl)cc1
-1.1 | CCC(C)(C)N=C(NC#N)Nc1cccnc1
0.1 | C[C@@H]1CN([C@@H](C)CO)C(=O)c2cc(/C=C/c3ccccc3)cnc2O[C@@H]1CN(C)C(=O)C1CCCCC1
6.5 | CCC(=O)N(C)C[C@H]1Oc2ncc(-c3ccccc3OC)cc2C(=O)N([C@@H](C)CO)C[C@@H]1C

# Continued, overlapping the part above by 2 compounds.
NSD2 block | SMILES
0.1 | C[C@@H]1CN([C@@H](C)CO)C(=O)c2cc(/C=C/c3ccccc3)cnc2O[C@@H]1CN(C)C(=O)C1CCCCC1
6.5 | CCC(=O)N(C)C[C@H]1Oc2ncc(-c3ccccc3OC)cc2C(=O)N([C@@H](C)CO)C[C@@H]1C
2.2 | C[C@H](CO)N1C[C@H](C)[C@H](CN(C)C(=O)c2cccnc2)Oc2cc(C#CC3CC3)ccc2S1(=O)=O
0.3 | C[C@H](CO)N1C[C@H](C)[C@H](CN(C)S(=O)(=O)c2cn(C)cn2)Oc2ccc(NC(=O)Cc3ccccc3)cc2CC1=O
3.1 | COc1ccc(/C=N/NC(=O)c2cccc(C(=O)NO)c2)cc1
13.3 | CCCCCCCC/C=C/CCCCCCCC(=O)NCCc1ccc(O)c(O)c1
2.2 | C[C@H](CO)N1C[C@H](C)[C@@H](CN(C)Cc2ccccc2)Oc2c(NC(=O)Nc3ccccc3)cccc2C1=O
0.5 | CCCC#Cc1cnc2c(c1)C(=O)N([C@H](C)CO)C[C@@H](C)[C@@H](CN(C)S(=O)(=O)c1ccccc1)O2
1.4 | C[C@H]1CN([C@@H](C)CO)S(=O)(=O)c2ccc(-c3ccccc3)cc2O[C@H]1CN(C)Cc1cncnc1
7.8 | Cc1noc(C)c1NC(=O)N(C)C[C@@H]1OCCCC[C@@H](C)Oc2ccc(NC(=O)c3ccccc3)cc2C(=O)N([C@@H](C)CO)C[C@H]1C
2.0 | CNC[C@@H]1Oc2ccc(NS(=O)(=O)c3cccs3)cc2C(=O)N([C@@H](C)CO)C[C@@H]1C
-5.0 | Cc1noc(C)c1S(=O)(=O)Nc1ccc2c(c1)C(=O)N([C@@H](C)CO)C[C@H](C)[C@H](CN(C)Cc1ccc(C(=O)Nc3ccccc3N)cc1)O2
2.9 | CCCCCCCCC[C@@H](O)CC(=O)CCc1ccc(O)c(OC)c1
-0.5 | C[C@@H]1CCCCO[C@H](CN(C)C(=O)c2ccccc2)[C@@H](C)CN([C@H](C)CO)C(=O)c2cc(NC(=O)CCC(F)(F)F)ccc2O1
1.4 | CC(C)NC(=O)Nc1ccc2c(c1)C(=O)N([C@@H](C)CO)C[C@H](C)[C@@H](CN(C)Cc1ccc(C(=O)O)cc1)O2
-1.6 | C/C=C/c1ccc2c(c1)O[C@H](CN(C)C(=O)Nc1ccccc1)[C@@H](C)CN([C@@H](C)CO)S2(=O)=O
0.4 | C[C@@H]1CN([C@@H](C)CO)C(=O)c2cc(NC(=O)c3ccncc3)ccc2O[C@H]1CN(C)C(=O)Nc1cccc2ccccc12
1.9 | COc1ccc(S(=O)(=O)N(C)C[C@H]2Oc3ccc(NC(=O)Cc4ccccc4)cc3C(=O)N([C@H](C)CO)C[C@H]2C)cc1
75.7* | O=C(O)c1c(O)cc(OC2OC(CO)C(O)C(O)C2O)cc1/C=C/c1ccccc1 (stereo not drawn)
-9.8 | C[C@H]1CN([C@@H](C)CO)C(=O)Cc2cc(NC(=O)CCCCCC(=O)Nc3ccccc3N)ccc2O[C@H]1CN(C)S(=O)(=O)c1cn(C)cn1
5.0 | CC(C)CC#Cc1cnc2c(c1)C(=O)N([C@@H](C)CO)C[C@@H](C)[C@@H](CN(C)C(=O)Cc1ccncc1)O2
-2.4 | Cc1cc(C(=O)Nc2cccc3c2O[C@@H](CN(C)Cc2ccc(C(F)(F)F)cc2)[C@H](C)CN([C@@H](C)CO)C3=O)n(C)n1
-2.3 | Cc1noc(C)c1NC(=O)N(C)C[C@@H]1Oc2c(NC(=O)C3CCOCC3)cccc2C(=O)N([C@H](C)CO)C[C@@H]1C
0.8 | CNC[C@H]1Oc2cc(C#Cc3cccnc3)ccc2S(=O)(=O)N([C@H](C)CO)C[C@@H]1C
-0.5 | O=C1CC(Cc2ccc(Cl)cc2)C(=O)N1c1ccccn1 (stereo not drawn)
0.7 | COc1ccc(NC(=O)N(C)C[C@@H]2Oc3c(NC(=O)c4cnccn4)cccc3C(=O)N([C@@H](C)CO)C[C@@H]2C)cc1

# Screens from PubChem.
